Screening results (PubChem BioAssay)
APJ antag – APJ receptor antagonism | CHO-K1 APJ beta-arrestin complementation, luminescence | hit rate 0.32% among 330,000 | inhibition, % at 20 µM | P35414;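 active means inhibition above about 40% at 20 µM, limit read from the data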;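 further: cells challenged with 10 nM apelin-13 agonist together with compound; plate controls were apelin-13 plus DMSO wells for no effect and DMSO wells lacking apelin-13 for full effect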
CCR6 antag – blocks CCL20-driven beta-arrestin recruitment at human CCR6; P51684; CHO-K1 CCR6 PathHunter beta-arrestin, luminescence, CCL20-stimulated; inhibition, % at 20 µM; hit rate 0.49% among 340,000; AID 493098;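 active means compounds whose inhibition of the agonist-driven luminescence signal at 20 µM reaches about 50%, limit read from the data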;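 further: cells stimulated with CCL20 at 14 nM final; plate controls were DMSO with CCL20 for no effect and DMSO without agonist for full effect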
ATG4B inh – ATG4B (human) cysteine protease inhibition. Q9Y4P1. ATG4B cleavage of LC3-PLA2, NBD-HPC fluorescence, 1 h. inhibition, % at 8.33 µM. hit rate 0.51% among 340,000. AID 504462; in the data active means inhibition above about 40%
Target sequence (Q9Y4P1 whole entry, looked up): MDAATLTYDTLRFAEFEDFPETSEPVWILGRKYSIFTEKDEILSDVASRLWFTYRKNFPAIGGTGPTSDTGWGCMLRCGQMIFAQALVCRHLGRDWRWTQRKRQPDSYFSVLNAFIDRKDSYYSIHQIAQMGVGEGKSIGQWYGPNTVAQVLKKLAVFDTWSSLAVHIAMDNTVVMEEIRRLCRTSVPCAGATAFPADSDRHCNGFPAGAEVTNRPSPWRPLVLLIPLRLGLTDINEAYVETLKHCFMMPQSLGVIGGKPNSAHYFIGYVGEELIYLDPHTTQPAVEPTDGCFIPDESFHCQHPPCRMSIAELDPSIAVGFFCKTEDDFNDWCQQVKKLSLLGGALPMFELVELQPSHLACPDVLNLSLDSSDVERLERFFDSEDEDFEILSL
UBC13 polyUb – blocks human UBC13 polyubiquitin chain formation; inhibition, % at 20 µM; hit rate 0.47% among 330,000; AID 485273; TR-FRET; P61088; in the data active means inhibition above about 45%, passing the limit was not always enough; inconclusive means no clear call, values can overlap the other calls
Target sequence (P61088 whole entry, looked up): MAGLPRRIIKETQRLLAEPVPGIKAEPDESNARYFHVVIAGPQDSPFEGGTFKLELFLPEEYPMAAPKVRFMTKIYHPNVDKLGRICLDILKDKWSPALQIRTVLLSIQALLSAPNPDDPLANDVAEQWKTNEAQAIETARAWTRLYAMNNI
CXCR6 block – blocks human CXCR6 beta-arrestin recruitment | O00574 | CHO-K1 PathHunter CXCR6 beta-arrestin, luminescence | inhibition, % at 20 µM | hit rate 0.36% among 360,000 | AID 602244; in the data active means inhibition above about 34%, passing the limit was not always enough;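 further: antagonist mode with CXCL16 agonist at 10 nM final; 0% = 10 nM CXCL16 with DMSO and 100% = unstimulated wells without agonist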
Gli-Sufu antag – blocks Gli-Sufu signaling in a luciferase reporter. Sufu-KO-LIGHT fibroblasts, Gli luciferase reporter luminescence. inhibition, % at 5 µM. hit rate 0.74% among 340,000. AID 588413;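 active means inhibition above about 55%, limit read from the data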;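 further: 0% = DMSO-treated cells and 100% = wells with medium but no cells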
APJ agonist – activates the human apelin receptor APJ. hit rate 0.11% among 330,000. activation, % at 20 µM. CHO-K1 APJ PathHunter beta-arrestin, luminescence; 0% DMSO wells, 100% apelin. P35414;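 active means activation more than six SD over the plate average, tested at 20 µM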;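 further: 0% = DMSO alone and 100% = apelin-13 at 10 nM; some results filed as inactive read as strong as hits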
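Assay system: engineered CHO-K1 APJ arrestin reporter cells; Amount: 1000 CHO-K1 reporter cells seeded per well; Dosing: one dose, 20 µM compound, 1% DMSO; Times: compound stimulation 90 min at 25 °C, detection 60 min; Measured by: luminescent beta-gal fragment complementation, chemiluminescent substrate; Read-out: APJ–arrestin association signal; Controls: DMSO vs Apelin-13 10 nM.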
EBI2 antag – blocks human EBI2 receptor beta-arrestin signaling; P32249; AID 651636; inhibition, % at 5 µM; EBI2 beta-arrestin recruitment, luminescence, 7a,25-OHC stimulated; hit rate 0.81% among 360,000; in the data active means inhibition above about 38%;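 further: enzyme fragment complementation signal reports receptor beta-arrestin coupling in cells; 0% = agonist plus DMSO wells and 100% = wells without agonist; some results beyond the cut were filed as inactive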
Target sequence (P32249 whole entry, looked up, the tested form may be a part): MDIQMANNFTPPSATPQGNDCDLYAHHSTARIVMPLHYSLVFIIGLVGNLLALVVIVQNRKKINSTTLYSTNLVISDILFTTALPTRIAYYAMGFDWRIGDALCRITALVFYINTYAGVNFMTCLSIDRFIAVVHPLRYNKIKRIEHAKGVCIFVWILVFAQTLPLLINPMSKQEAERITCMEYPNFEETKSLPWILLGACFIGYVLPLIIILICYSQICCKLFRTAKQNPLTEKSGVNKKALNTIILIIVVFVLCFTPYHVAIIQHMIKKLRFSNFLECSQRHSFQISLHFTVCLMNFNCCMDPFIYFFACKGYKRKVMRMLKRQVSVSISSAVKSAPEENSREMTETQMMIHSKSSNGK
* marks the source's active call; other numbers are inactive results; ? = inconclusive; · = not tested or not shown. Random draw from the library; any-hit rate near 3%.

SMILES	APJ antag	CCR6 antag	ATG4B inh	UBC13 polyUb	CXCR6 block	Gli-Sufu antag	APJ agonist	EBI2 antag
CC1CC(C)(C)CC2(C1)NC(=O)N(CC(=O)OCc1ccc(Br)cc1)C2=O (stereo unspecified)	2	3	-2	?	3	-4	5	7
COc1ccc(NC(=O)CCNC(=O)c2ccco2)cc1OC	4	-4	5	2	-2	24	-1	-9
N#Cc1ccc(C=NN2CCCCCC2)cc1	·	16	-8	·	5	-46	·	0
S=C(NCCN1CCOCC1)C(=S)NCCN1CCOCC1	·	3	0	·	-5	4	·	0
Cc1cccc(N2CCC(NCc3c(C(=O)N4CCCCC4)nc4c(C)cccn34)CC2)c1	-4	6	20	2	15	13	-4	6
CC1CCN(C(=O)COC(=O)c2ccccc2NC(=O)c2ccco2)CC1	-24	16	3	-13	2	-14	-7	-10
O=C(Nc1nc(-c2ccc(F)cc2)cs1)c1cccnc1	-10	1	7	-14	-5	-15	-1	1
Cc1ccc(C)n1-c1ccc(-c2nnco2)cc1	-4	·	·	-3	-6	·	5	-3
Cc1c(C(=O)Oc2cccc3cccnc23)oc2ccccc12	-34	13	1	19	-1	-3	9	4
CCn1c(SCC(=O)O)nnc1-c1ccccc1	2	-12	1	-5	-6	4	-2	-5
CCOc1ccc(NC(=O)CN(C)C(=O)c2ccc3nc(CC)c(CC)nc3c2)cc1OCC	-4	4	-1	-3	-10	-3	-2	-4
Cc1ccc(C(=O)NNC(=O)c2ccc(NS(=O)(=O)c3cccs3)cc2)o1	9	8	4	2	-5	-5	-2	-4
CC(C)c1ccc(C2/C(=C(/O)c3ccccc3)C(=O)C(=O)N2CCCN2CCOCC2)cc1 (stereo unspecified)	-5	-2	-9	-28	-9	-9	-3	4
O=C(Nc1ccc2c(c1)COC2=O)c1ccc(Cl)c(Cl)c1	3	17	2	6	-4	-59	-5	12
O=C(Nc1ccc(Cl)cc1F)C1CCCN(C2=NS(=O)(=O)c3ccccc32)C1 (stereo unspecified)	-22	16	-9	4	5	12	-5	2
CCOC(=O)C(CC)/C(C)=N\NC(=O)c1ccccc1O (stereo unspecified)	-10	4	11	-1	4	-14	-4	4
CN(C)c1ccc(Nc2nc(N)c3ccccc3n2)cc1	-10	3	4	-1	-12	23	-1	-1
CCCCCCC1C(C#N)=C(N)OC2=C1C(=O)CCC2 (stereo unspecified)	-36	8	-3	8	-6	-1	-1	0
Cc1nc2ccn(Cc3ccccc3)c(=O)c2cc1C(=O)N1CCN(c2ccc(F)cc2)CC1	-15	6	-2	-2	-4	-14	6	-4
Cc1cc(NC(=O)CSc2nc(C(C)C)nc3sc(C)c(C)c23)no1	-1	13	21	-2	3	4	-1	-7
Cc1nc(N2CCN(c3ccccn3)CC2)c2c(C)c(C(=O)Nc3c(C)cc(Br)cc3C)sc2n1	-16	14	2	?	4	1	-4	26
CCc1sc(C(=O)NCCc2ccc(S(N)(=O)=O)cc2)cc1Br	0	-5	-12	8	1	2	-1	7
CCOc1cccc(CNn2cnnc2)c1OCc1ccccc1Cl	28	-1	-4	4	7	8	2	9
Cc1c(NC(=O)Cc2ccccc2)cccc1C(=O)NN1C(=O)c2ccccc2C1=O	13	12	2	20	-7	-2	-3	-5

Complete entries, quoted from the list. Order of values: APJ antag | CCR6 antag | ATG4B inh | UBC13 polyUb | CXCR6 block | Gli-Sufu antag | APJ agonist | EBI2 antag
Results for `CN(C)c1ccc(Nc2nc(N)c3ccccc3n2)cc1` : -10 | 3 | 4 | -1 | -12 | 23 | -1 | -1
Results for `N#Cc1ccc(C=NN2CCCCCC2)cc1` : · | 16 | -8 | · | 5 | -46 | · | 0

Following part:
SMILES	APJ antag	CCR6 antag	ATG4B inh	UBC13 polyUb	CXCR6 block	Gli-Sufu antag	APJ agonist	EBI2 antag
CCCCn1c(N)c(N(CC)C(=O)CSc2nnc(-c3ccco3)n2CC)c(=O)[nH]c1=O	-3	0	3	-1	-1	-21	-1	-6
O=C(O)CC(CC(=O)Nc1ccccc1C(=O)O)c1ccccc1 (stereo unspecified)	11	-5	-3	19	-6	0	-2	-2
O=C(NCCSCc1ccccc1)c1ccc(C2SCC(=O)N2Cc2ccccc2)cc1 (stereo unspecified)	18	29	-3	2	8	12	0	17
Cc1ccc(C(=O)CSc2nnc(C)s2)cc1	-8	-2	4	?	1	6	-1	2
CN(C(=O)COC(=O)c1sc2ccccc2c1Cl)C1CCCCC1	7	6	19	6	11	-9	-1	11
CC(=O)c1ccc(NC(=O)c2ccccc2-c2ccccc2C(=O)O)cc1	3	-8	2	-9	-3	-3	-3	0
Cc1cc2nccc(-c3ccncc3)n2n1	-1	-7	-6	-1	9	-3	-4	-7
O=C(NC1=NCCS1)c1cccc(S(=O)(=O)N2CCOCC2)c1	6	3	7	-6	0	3	-3	0
CCCN(CCC)c1nc(Cl)nc(NCc2ccco2)n1	10	16	-8	8	2	12	-5	20
CCOc1cc(C(=O)NN2CCOCC2)cc(OCC)c1OCC	-5	5	4	-2	-1	-4	-3	-13
Cn1c(=O)c2c(nc(SCC(=O)c3ccc(F)cc3)n2C)n(C)c1=O	-2	9	1	-9	7	8	-1	2
O=C(N=NC(=O)c1ccc2c(O)n(C3CCCCC3)c(O)c2c1)c1cccnc1	-15	2	-7	-6	5	3	-4	4

Next part, overlapping the part above by 4 compounds.
SMILES	APJ antag	CCR6 antag	ATG4B inh	UBC13 polyUb	CXCR6 block	Gli-Sufu antag	APJ agonist	EBI2 antag
CCCN(CCC)c1nc(Cl)nc(NCc2ccco2)n1	10	16	-8	8	2	12	-5	20
CCOc1cc(C(=O)NN2CCOCC2)cc(OCC)c1OCC	-5	5	4	-2	-1	-4	-3	-13
Cn1c(=O)c2c(nc(SCC(=O)c3ccc(F)cc3)n2C)n(C)c1=O	-2	9	1	-9	7	8	-1	2
O=C(N=NC(=O)c1ccc2c(O)n(C3CCCCC3)c(O)c2c1)c1cccnc1	-15	2	-7	-6	5	3	-4	4
COc1ccc(NS(=O)(=O)c2ccc(O)c(C(=O)OCC(=O)Nc3ccc4c(c3)OCCO4)c2)cc1	-5	2	-8	-3	5	-4	1	-10
NC(=O)c1cccnc1Nc1cccc(F)c1	8	6	-4	7	-1	-16	-2	-1
CCOc1ccc(-c2cnc(N)n2C)cc1	0	5	-4	9	11	0	-4	-4
COCCn1c(C)cc(C(=O)COC(=O)c2[nH]c(C)c(C(C)=O)c2C)c1C	-3	-9	-6	6	-8	-2	-1	-10
O=C(NCC1CC1)[C@@H]1C[C@H]1[C@@H](NP(=O)(c1ccccc1)c1ccccc1)c1ccccc1	4	2	10	-4	-3	7	-5	4
COCc1cc(C)nc(N)c1C#N	3	7	-5	0	-9	-3	-3	-2
O=C(CS(=O)(=O)c1ccccc1)Nc1nccs1	-8	4	-4	-5	2	9	-3	-3
COc1cc(/C=N/n2c(C)nc3ccccc3c2=O)cc(OC)c1O	8	6	3	-1	1	6	-1	0
COc1ccc(Cc2nc3ccc(C(=O)NCCc4ccncc4)cc3o2)cc1OC	11	0	-1	2	-6	2	1	-13
CCOC(=O)N1CCN(C(=O)c2cc3cc(Cl)ccc3[nH]2)CC1	-3	-2	-12	0	-3	-10	-1	93*
CC1CCN(c2c(NCC3CCC(C(=O)NCCCc4ccccc4)CC3)c(=O)c2=O)CC1 (stereo unspecified)	-7	4	-1	5	·	-4	-4	·
Cc1cc(Nc2c(C)n(C)n(-c3ccccc3)c2=O)n2c(nc3cc(F)c(F)cc32)c1C#N	-5	12	3	-2	·	8	3	·
O=C(NC(CC(=O)N1CCN(c2ccc([N+](=O)[O-])cc2)CC1)c1ccccc1)c1ccccc1Cl (stereo unspecified)	13	26	-12	-22	3	18	-1	18
Cc1cccc(OCC(=O)NCC(C)(C)N2CCOCC2)c1	2	16	-5	-9	3	-21	0	-6
Nn1c(SCc2ccc(Br)cc2)nnc1-c1ccccn1	1	11	3	-4	0	-16	-1	-9
COC(=O)C12OCC34C(CC5C(C)=C(O)C(=O)CC5(C)C3C(O)C1O)OC(=O)C(OC(=O)C=C(C)C)C24 (stereo unspecified)	·	8	6	·	-5	91*	·	5
COc1ccccc1NC(=S)NCc1cccnc1	1	5	35	9	-6	3	-2	-15
O=C(c1ccc(Cl)c(S(=O)(=O)N2CCc3ccccc32)c1)N1CCN(c2ccccc2O)CC1	-15	-5	6	-7	-7	10	5	1
CN(C)/C=C(\C=O)c1cccc(Cl)c1	10	1	8	3	-3	-7	-3	0
CC(C)(C)n1cnc2cc(NS(=O)(=O)c3ccccc3)ccc21	0	-23	-5	3	-1	-24	3	-3
COc1ccc(CC(=O)Nc2ccc(C(C)=O)cc2)cc1	5	7	-2	-8	0	-14	-2	-7
C(=Cc1cccnc1)c1ccncc1	·	5	-3	·	-1	0	·	2
COC(=O)c1[nH]c2cc(C)ccc2c1NC(=O)CN1CCN(c2ccccc2OC)CC1	9	20	-8	1	4	17	2	-2
Cc1cc(C(=O)N2CCN(S(=O)(=O)c3ccc(C)c(C)c3)CC2)no1	23	-1	-13	-1	1	5	7	-4
Cc1cc(=O)oc(C)c1C(=O)Nc1c(C)n(C)n(-c2ccccc2)c1=O	11	10	-5	-8	-12	-9	2	-4
C#CCNC(=O)C1=C[C@@H](c2ccc(Br)cc2)C[C@@H](OCCCCO)O1	10	-4	5	-15	-6	31	7	-16
O=C(Nc1nc(-c2ccc(F)cc2)cs1)C1CCN(C(=O)c2ccc(F)cc2)CC1	-13	-6	2	4	-12	41	7	10
COc1cccc(NC(=O)N2CCCC2C(=O)Nc2ccc3c(c2)OCO3)c1 (stereo unspecified)	-2	10	-5	-3	-2	5	2	-8
COc1ccc(F)cc1C(=O)COC(=O)c1n[nH]c(=O)c2ccccc12	8	25	4	4	-1	-5	-4	3
COC(=O)CC(CP(=O)(O)CN(C)C=O)C(=O)OC (stereo unspecified)	10	-1	-8	4	6	-3	-1	0
CCOC(=O)C1CN(C(C)(C)C)C(=O)C1=O (stereo unspecified)	0	3	8	-11	-2	12	-1	-29
Cc1nc(-c2ccccc2)nc2[nH]ccc(=O)c12	-17	-5	-17	5	-7	-36	3	0
O=S(=O)(c1ccccc1)N1CCN(S(=O)(=O)c2ccccc2)C1	20	1	-7	2	-4	-3	2	-1
CCOCCCn1c(=S)[nH]c2cc(C(=O)N3CCC(C(N)=O)CC3)ccc2c1=O	11	9	-7	-7	0	1	-3	6
O=[n+]1cc(-c2cccc3ccccc23)n([O-])c2c1CCC2	26	3	-5	3	5	0	2	-6
COc1cccc(C(=O)Oc2cc(C)[nH]c(=O)c2[N+](=O)[O-])c1OC	12	6	-13	-3	-6	2	-4	-11
C[n+]1ccc(/C=N/Nc2nc(Cl)c(C#N)c(Cl)c2Cl)cc1	37	56*	8	-379	42*	7	-6	0
COc1ccc(CCN(C)C(=O)CCNS(=O)(=O)c2ccccc2C(F)(F)F)cc1OC	-1	11	-2	6	-4	1	-4	-5
COCCCn1c(=O)c2sccc2n2c(CCCC(=O)NCc3ccccc3)nnc12	1	6	0	-1	3	-17	11	-17
[N-]=[N+]=NC[C@H](Cc1ccccc1)N1CC[C@@H](OCc2ccccc2)CCC1=O	-51	12	4	-8	2	5	6	-9
CC(=O)NC(NC(=S)Nc1ccc(N=Nc2ccccc2)cc1)C(Cl)(Cl)Cl (stereo unspecified)	19	21	-6	-9	21	4	-2	15
CCn1c(=O)c2c(n3cnnc13)-c1ccccc1CC21CCCCC1	20	12	-7	5	7	28	-3	-3
CC(C)C(=O)Nc1ccccc1C(=O)N/N=C/c1ccc([N+](=O)[O-])cc1	-15	-9	-5	-5	-4	-4	4	-6
O=C(Nc1ccccc1)/C(=C/c1ccccc1)NC(=O)c1ccco1	13	8	-4	4	6	-1	0	-10
O=c1cc(-c2cccc(F)c2)oc2ccccc12	·	5	-5	·	-1	-16	·	5
